TEAD-YAP inh = TEAD-YAP interaction inhibition; HEK-TIYL cells, TEAD-Gal4/YAP UAS-luciferase luminescence; inhibition, % at 9.12 µM; actives 1.4% (n = 640,000); in the data active means inhibition above about 32%;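 further: 0% = median of test compound wells and 100% = reference inhibitor wells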
MITF inh = human MITF inhibition, primary screen; inhibition, % at 2.6 µM; actives 0.91% (n = 650,000); O75030; AlphaScreen MITF homodimerization, bead proximity signal; in the data active means inhibition above about 50%;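 further: 0% = vehicle wells with protein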
Target sequence (O75030 whole entry, looked up): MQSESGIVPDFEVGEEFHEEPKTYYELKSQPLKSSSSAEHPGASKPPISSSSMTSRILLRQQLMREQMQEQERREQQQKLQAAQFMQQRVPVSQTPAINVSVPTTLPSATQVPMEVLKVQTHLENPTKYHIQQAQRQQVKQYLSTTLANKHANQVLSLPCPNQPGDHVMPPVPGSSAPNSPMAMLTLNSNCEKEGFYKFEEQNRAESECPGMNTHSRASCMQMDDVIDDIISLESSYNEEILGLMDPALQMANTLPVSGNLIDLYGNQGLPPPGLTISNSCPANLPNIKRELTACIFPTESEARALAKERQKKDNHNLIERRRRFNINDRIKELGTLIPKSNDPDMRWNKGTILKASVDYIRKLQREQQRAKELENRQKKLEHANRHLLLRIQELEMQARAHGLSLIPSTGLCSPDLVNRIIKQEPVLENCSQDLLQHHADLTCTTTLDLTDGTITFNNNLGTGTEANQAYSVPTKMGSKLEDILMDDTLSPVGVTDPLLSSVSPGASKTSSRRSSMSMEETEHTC
GPR151 activ = human GPR151 activation; Q8TDV0; PathHunter beta-arrestin GPR151 cells, luminescence; activation, % at 11.2 µM; actives 1% (n = 650,000); in the data active means activation above about 4.9%;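 further: 0% = median of compound wells and 100% = cells with positive control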
Target sequence (Q8TDV0 whole entry, looked up): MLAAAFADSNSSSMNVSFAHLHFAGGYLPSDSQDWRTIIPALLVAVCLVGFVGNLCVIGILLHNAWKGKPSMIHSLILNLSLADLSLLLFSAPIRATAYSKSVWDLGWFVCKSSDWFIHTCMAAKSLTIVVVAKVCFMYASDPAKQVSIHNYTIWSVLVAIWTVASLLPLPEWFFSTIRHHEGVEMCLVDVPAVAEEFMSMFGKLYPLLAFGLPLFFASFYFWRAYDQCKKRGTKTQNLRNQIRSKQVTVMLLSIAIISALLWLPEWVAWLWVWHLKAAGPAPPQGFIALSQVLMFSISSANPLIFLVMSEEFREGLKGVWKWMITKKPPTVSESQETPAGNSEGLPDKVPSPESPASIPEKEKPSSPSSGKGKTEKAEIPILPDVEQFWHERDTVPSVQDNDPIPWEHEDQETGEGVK
FBW7 activator = human FBW7 E3 ligase activation, primary screen | AID 1259310 | actives 0.13% (n = 650,000) | AlphaScreen FBW7–phospho-cyclin E peptide binding, activator screen | normalized activity (activation), % at 26.1 µM; in the data active means normalized activity above about 1.9%;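 further: purified mutant Fbw7 with reduced substrate affinity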
Starred values were filed as active, the others as inactive.

Each structure is followed by: TEAD-YAP inh	MITF inh	GPR151 activ	FBW7 activator
1	O=C(CNc1cccc(C(F)(F)F)c1)N/N=C/c1ccc(F)c(F)c1
 : 0	3	0.8	-0.1
2	N#Cc1c(N)n(-c2ccc(C(=O)O)c(O)c2)c2nc3ccccc3nc12
 : 8	4	-0.2	0.5
3	O=C(COc1ccc(Br)cc1)NC12CC3CC(CC(C3)C1)C2
 : -26	0	1.7	0.5
4	Cc1c(NC(=S)NC(=O)c2oc3ccccc3c2C)cccc1-c1nc2ccccc2s1
 : -9	-2	10*	-0.1
5	CCN(CC)c1ccc(NC(=O)CN2CCN(c3ccccn3)CC2)cc1
 : 8	-2	0.0	-0.2
6	Cc1nc(N2CCOCC2)c2c(C)c(C(=O)Nc3ccccn3)sc2n1
 : -16	13	-1.3	-0.1
7	O=C(Nc1ccccc1Cl)NC1CC1
 : 0	4	0.9	0.5
8	O=C(CNC(=O)c1ccco1)NCC(=O)OCc1ccc(F)cc1
 : 3	-2	0.0	0.0
9	CC(=O)c1c(C)nc(-c2ccc(OCC(=O)Nc3cccc(C(F)(F)F)c3)cc2)n1O
 : 0	-1	0.8	0.1
10	CCOc1ccccc1NC(=O)COc1ccccc1C(C)(C)C
 : -10	11	-1.4	0.4
11	CC1=C(C(=O)OCCc2ccccc2)C(c2cccc(Cl)c2Cl)C2=C(CC(C)(C)CC2=O)N1 (stereo not given)
 : 3	4	-0.6	-0.1
12	CSc1nnc2c(n1)OC(c1ccccc1C(F)(F)F)Nc1ccccc1-2 (stereo not given)
 : 0	1	0.4	0.1
13	Cc1ccc(Nc2nc(-c3cccnc3)cs2)cc1
 : -42	3	-1.3	-0.2
14	Cc1ccc(C(O)(c2nc3ccccc3[nH]2)C(F)(F)F)c(O)c1 (stereo not given)
 : -14	4	-0.4	0.0
15	Cc1ccc(S(=O)(=O)N2CC3CC3C2C(=O)Nc2ccc(F)cc2)cc1 (stereo not given)
 : 1	5	0.0	0.0
16	CC(C)(C)NC(=O)CSc1nnc(NC(=O)Cn2c(=O)sc3ccccc32)s1
 : 6	2	0.1	-0.1
17	Cc1ccc(C(=O)COC(=O)COc2ccc3ccccc3c2)cc1
 : 1	4	-0.4	0.0
18	O=c1/c(=C/c2ccc(Cl)c([N+](=O)[O-])c2)sc2nc3ccccc3n12
 : 11	12	-0.9	-0.1
19	O=C(c1ccc(=O)[nH]n1)N1CCCCC1c1nc2ccccc2[nH]1 (stereo not given)
 : -4	4	-0.8	-0.1
20	Cc1sc2ncn(CC(=O)N3CCN(c4ccccc4)CC3)c(=O)c2c1S(=O)(=O)N1CCOCC1
 : 8	-4	1.6	-0.1
21	O=C(Nc1ccc(Cl)cc1)C1CC(=O)N(C2CCCCC2)C1 (stereo not given)
 : 3	-7	0.7	-0.1
22	CC(C)CNC(=O)CC1Nc2ccccc2NC1=O (stereo not given)
 : -10	21	-1.4	1.2
23	CCCCCOC(=O)C1=C(C)NC2=C(C(=O)CC(C)(C)C2)C1c1cccc(OC)c1OC (stereo not given)
 : 8	3	-1.0	0.0
24	C/C(=N/NC(=O)CNC(=O)/C=C/c1ccco1)c1ccc(N)cc1
 : 8	5	-1.3	0.9
25	Cc1ccc(S(=O)(=O)Nn2c(SCC(=O)NCCc3ccc(S(N)(=O)=O)cc3)nc3ccccc3c2=O)cc1
 : -2	-3	-1.6	-0.1
26	CC(C)Oc1ccc(S(=O)(=O)N2CCOCC2)cc1N
 : 1	-3	1.1	-0.1
27	COC(=O)c1cc2cc(Br)ccc2oc1=O
 : 3	-13	1.8	-0.1
28	N#Cc1ccccc1COc1ccc2ccccc2c1CO
 : -27	21	0.5	0.1
29	CC(=O)c1cccc(NC(=O)C2CCCN(S(=O)(=O)c3c(C)[nH]c(=O)[nH]c3=O)C2)c1 (stereo not given)
 : 6	-13	-0.4	0.5
30	CC(C)=NNC(=O)c1sc(=S)n(C)c1C
 : -13	5	-0.5	0.3
31	CCc1ccc(OCc2nc(-c3cccc(OC)c3)no2)cc1
 : -3	1	2.0	0.1
32	Cc1ccc(OCCn2ccnc2)cc1
 : -2	1	0.6	0.1
33	COc1ccc(N2C(=O)c3cccnc3C2=O)c(OC)c1
 : -4	22	1.6	-0.3
34	CCn1c(SCc2nc(-c3ccc(OC)c(OC)c3)no2)nnc1-c1cccs1
 : 8	12	-0.4	0.1
35	Cc1ccc(C)c(CN2C(=O)CSc3ccc(C(=O)N4CCCC4)cc32)c1
 : -5	-5	-0.6	-0.1
36	CC1SC(c2ccc(F)cc2)NC1=O (stereo not given)
 : -4	7	-1.0	-0.1
37	N#Cc1cccc(S(=O)(=O)N2CCc3nc(-c4ccncc4)nc(N4CCCC4)c3C2)c1
 : -7	-5	2.7	-0.1
38	Cc1nc2cc(NC(=O)c3cccc([N+](=O)[O-])c3)ccc2s1
 : -12	-8	1.0	-0.1
39	O=C(O)C1CCCN(c2ncnc3sccc23)C1 (stereo not given)
 : -8	-3	1.2	-0.1
40	CN1CCN(C(=O)c2c(O)c3cccc4c3n(c2=O)CC4)CC1
 : 3	1	1.7	-0.1
41	CCOc1cc(/C=C2/C=C(c3ccc(C)cc3)OC2=O)ccc1O
 : -13	-4	1.2	-0.1
42	COCCCn1c(C)cn2c3c(=O)n(CCCc4ccccc4)c(=O)n(C)c3nc12
 : -7	2	-0.8	0.2
43	CCN(CC)CCOC(=O)c1ccc(OC)cc1
 : 2	10	-1.1	0.0
44	Cn1nccc1C(=O)N1CCN(c2ccccc2)CC1
 : 3	10	-0.1	0.9
45	CCCNC(=O)Cn1nc(C)n2c(cc3sccc32)c1=O
 : 9	10	-1.0	0.1
46	COC(=O)C1=C(C)N(c2ccc(C)cc2)/C(=C/c2ccc(CNS(=O)(=O)c3ccccc3)o2)C1=O
 : 4	9	0.3	-0.1
47	Cc1ccc(Cl)cc1NC(=O)C1CCCN(c2nnc(N3CCCC3=O)s2)C1 (stereo not given)
 : 3	10	-0.5	-0.2
48	O=C(CCCCC(=O)Nc1ccccc1Cl)Nc1ccccc1Cl
 : 0	-4	1.4	-0.3
49	Cc1ccc(NC(=O)CCCC(=O)OCC(=O)c2ccccc2)cc1
 : 4	-11	0.1	0.0
50	O=C(O)c1ccccc1NC(=O)C1CC1
 : 7	-10	2.9	0.2

(listing goes on)
entry	Structure	TEAD-YAP inh	MITF inh	GPR151 activ	FBW7 activator
51	Cc1nn(CC(=O)NC2CCCCC2)c(=O)c2cc3occc3n12	10	16	0.0	0.2
52	O=C(CN(c1ccccc1)S(=O)(=O)c1ccccc1)N1CCOCC1	12	0	0.4	-0.1
53	COc1ccc(NC(=O)CSc2nnc3c(n2)[nH]c2ccc(C)cc23)cc1	-2	2	0.8	-0.1
54	Cc1cccc(Cc2nnc(CCC(=O)N(CC3CC3)CC3CCCO3)o2)c1 (stereo not given)	-52	17	-0.6	0.6
55	Nc1cccc2c1C(=O)N(C(=O)c1ccc(C(F)(F)F)cc1)C2=O	-2	-9	-0.4	0.0
56	CC1(C)OC(c2cccc(N)c2)OC1(C)C	-2	15	-1.1	0.1
57	O=C(CCn1nc(-c2ccccc2)ccc1=O)NCCCN1CCCCCC1	3	2	0.3	-0.1
58	Cc1csc2nc(CCNS(=O)(=O)c3ccccc3)cn12	4	10	-1.0	1.5
59	O=C(/C=C/c1ccc([N+](=O)[O-])cc1)ON1C(=O)c2ccccc2C1=O	-4	-20	1.3	-0.1
60	c1ccc(-c2cc(-c3ccccc3)n3nnnc3n2)cc1	-7	-7	0.3	0.0
61	N=C1c2ccccc2CN1c1ccc(Cl)c(S(=O)(=O)N2CCOCC2)c1	9	9	0.6	0.0
62	Cc1[nH]c2ccccc2c1CCNC(=O)CCC(=O)c1ccccc1	1	-3	-0.3	-0.2
63	Cc1nc2ccc3[nH]snc3c2n1	0	-10	-0.6	-0.2
64	O=[N+]([O-])c1ccc2ncccc2c1	3	-5	2.8	0.0
65	Cc1cccn2c(CNCCN3CCCCC3CO)c(C(=O)N3CCOCC3)nc12 (stereo not given)	8	0	1.7	0.5
66	COc1ccc(CN2CCC(n3nccc3NC(=O)c3cccc(F)c3)CC2)c(F)c1	3	-3	-0.4	0.0
67	O=C(Cc1cn(-c2ccc(Nc3cnccn3)nn2)c2ccccc12)NC1CCN(Cc2ccccc2)CC1	8	7	0.2	-0.1
68	COc1ccc(CNC(=O)c2cnc3c(c(C)nn3-c3ccccc3)c2Cl)cc1	7	11	-0.7	0.8
69	COc1cc2c(cc1OC)C1C(C(=O)NCCC(C)C)c3ccccc3C(=O)N1CC2 (stereo not given)	2	12	0.0	0.0
70	O=C(Nc1ccc([N+](=O)[O-])cc1C(=O)O)c1ccccc1	-3	1	-4.1	0.0

4 entries from above, reformatted.
65: Cc1cccn2c(CNCCN3CCCCC3CO)c(C(=O)N3CCOCC3)nc12 (stereo not given)
  TEAD-YAP inh: 8
  MITF inh: 0
  GPR151 activ: 1.7
  FBW7 activator: 0.5
64: O=[N+]([O-])c1ccc2ncccc2c1
  TEAD-YAP inh: 3
  MITF inh: -5
  GPR151 activ: 2.8
  FBW7 activator: 0.0
67: O=C(Cc1cn(-c2ccc(Nc3cnccn3)nn2)c2ccccc12)NC1CCN(Cc2ccccc2)CC1
  TEAD-YAP inh: 8
  MITF inh: 7
  GPR151 activ: 0.2
  FBW7 activator: -0.1
61: N=C1c2ccccc2CN1c1ccc(Cl)c(S(=O)(=O)N2CCOCC2)c1
  TEAD-YAP inh: 9
  MITF inh: 9
  GPR151 activ: 0.6
  FBW7 activator: 0.0

(listing goes on)
entry	Structure	TEAD-YAP inh	MITF inh	GPR151 activ	FBW7 activator
71	COc1cc(C2CC(=O)Nc3sc4c(C)c(C#N)c(N)nc4c32)cc(OC)c1OC (stereo not given)	-15	-12	-2.1	0.1
72	CC1CN(C(=S)Nc2ccccc2F)CC(C)O1 (stereo not given)	-7	-4	-1.1	0.7
73	COCCCn1c(=N)c(C(N)=O)cc2c(=O)n3cccc(C)c3nc21	0	16	0.5	-0.2
74	O=C(O)C12CC3CC(CC(CBr)(C3)C1)C2	-2	-9	-0.1	0.7
75	Cc1ccc(CN2CCc3nnc(CCNC(=O)c4ccco4)n3CC2)cc1	4	-3	-1.0	0.1
76	O=C(Cc1csc(NC(=O)c2ccc3c(c2)OCO3)n1)NO	-12	10	0.1	-0.4
77	CCOc1ccccc1C(=O)Nc1cccc(-c2csc(C)n2)c1	-1	9	-0.6	-0.1
78	Cc1cc(OCC(=O)Nc2c(C)nn(Cc3ccc(F)cc3)c2C)ccc1[N+](=O)[O-]	54*	10	0.3	-0.3
79	Cc1ccc(N=C2NC(=O)C(CC(=O)Nc3ccccc3)S2)cc1 (stereo not given)	-5	-1	1.1	0.0
80	Cc1cc[n+](CC(=O)OC23CC4CC(CC(C4)C2)C3)cc1	-2	3	0.8	0.1
81	COc1ccc2c(c1)CC(C(=O)Nc1cc(F)c(-c3cn[nH]c3)cc1OCCN(C)C)CO2 (stereo not given)	-14	10	-0.1	-0.1
82	CCOC(=O)CN(Cc1ccc(OC)c(OC)c1)S(=O)(=O)c1ccc([N+](=O)[O-])cc1	13	3	0.6	-0.1
83	COc1ccc(Cn2nnc(C(=O)NCc3ccc(C)cc3)c2N)cc1	4	20	-1.4	0.8
84	O=C(O)c1ccc(Nc2nc(-c3cccnc3)nc3ccccc23)cc1	12	-4	0.2	0.9
85	CC1=CSC2=NC(=O)/C(=C\c3ccc(-c4cc([N+](=O)[O-])ccc4C)o3)C(=N)N12	2	9	1.0	0.0
86	O=C(Nc1ccc(-c2ccc(NC(=O)c3ccccc3Cl)cc2)cc1)c1ccccc1Cl	5	-4	0.1	-0.1
87	O=C(O)CCCNC(=O)/C(=C\c1ccco1)NC(=O)c1ccco1	2	27	-0.1	-0.1
88	COc1ccccc1C(=O)Nc1ccc(C)cc1[N+](=O)[O-]	-15	14	-0.6	0.0
89	Cc1sc(NC(=O)CN(Cc2ccc(F)cc2)C(=O)CCCl)c(C(N)=O)c1C	-1	-10	-0.1	0.8
90	O=C(CSc1nc2ncccc2[nH]1)Nc1ccc(Cl)cc1F	3	2	1.0	0.2
91	O=C1c2ccccc2C(=O)N1Cc1cc([N+](=O)[O-])ccc1O	-4	5	1.3	-0.1
92	Cc1ccc2ccccc2c1Cn1cc(-c2ccc([N+](=O)[O-])cc2)nc1SCC(=O)NC(C)(C)C	5	10	-2.0	0.0
93	Cc1c(C(=O)N2CC(C)CC(C)C2)sc2ncn(CC(=O)N3CCOCC3)c(=O)c12 (stereo not given)	-3	-14	0.6	-0.1
94	CC1CCCCN1C(=O)c1nn2c(C(F)(F)F)cc(-c3ccccc3)nc2c1Br (stereo not given)	-8	17	-1.3	0.5
95	O=C(Nn1c(-c2ccc(F)cc2)nc2ccccc2c1=O)c1ccccc1	-4	6	-1.5	0.3
96	COc1ccccc1Nc1nc(-c2cc3cccc(OC)c3oc2=O)cs1	58*	-11	-0.7	0.0
97	Cc1ccc2c(c1)N(C(=O)c1ccco1)C(C)(C)c1ssc(=S)c1-2	3	45	-2.1	-0.3
98	O=C(Nc1cccc(Cl)c1)c1ccc2c(=O)n(CCc3ccccc3)c(=S)[nH]c2c1	1	16	-0.8	0.0
99	Cc1oc2cc(OCC(=O)Nc3cccc(C#N)c3)ccc2c(=O)c1-c1ccccc1	1	10	-0.3	0.0
100	CCCCOCCCNC(=O)c1cccs1	1	13	-2.3	0.7
101	COCCn1c(SCC(=O)NCc2ccccc2Cl)nc2cc(C(=O)OC)ccc2c1=O	4	18	-0.3	0.1
102	Cc1ccc(F)cc1NC(=O)Cn1c(C)nc2c(sc3cccc(F)c32)c1=O	9	0	0.0	-0.1
103	CC1CCN(Cc2cc([N+](=O)[O-])c(O)c3ncccc23)CC1	-5	42	-1.0	-0.9
